CF NFkB block = inhibitors of cystic fibrosis induced NF-kB; KKLEB NF-kB-GFP reporter, PAF-induced, GFP fluorescence overnight; inhibition, % at 5 µM; actives 0.86% (n = 360,000); AID 588850;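 active = at least 50% inhibition at 5 µM, scaled per plate between neutral and stimulator controls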;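 also: PAF is a Pseudomonas aeruginosa culture filtrate used as stimulus; plate controls were PAF-stimulated DMSO wells for no effect and unstimulated DMSO wells for full effect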
Peg3 promoter = reduces Peg3 promoter-driven luciferase expression in HeLa. actives 1.7% (n = 360,000). inhibition, % at 20 µM. HeLa PEG-Prom luciferase reporter, luminescence, overnight;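 active = inhibition of at least 50% at 20 µM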
NR2E3 ag-1 = activates human photoreceptor nuclear receptor NR2E3 | GST-NR2E3/biotin-RetCOR TR-FRET, 1536-well | inhibition of corepressor binding, % at 4.78 µM | actives 0.12% (n = 320,000) | AID 2300;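 active = percent inhibition above the cutoff of mean plus 3 SD of all tested compounds, set per screening campaign, cut at about 20% in these data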;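 also: 0% = DMSO wells and 100% = biotin wells as full block of FRET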
Target sequence (Q9Y5X4 whole entry, looked up): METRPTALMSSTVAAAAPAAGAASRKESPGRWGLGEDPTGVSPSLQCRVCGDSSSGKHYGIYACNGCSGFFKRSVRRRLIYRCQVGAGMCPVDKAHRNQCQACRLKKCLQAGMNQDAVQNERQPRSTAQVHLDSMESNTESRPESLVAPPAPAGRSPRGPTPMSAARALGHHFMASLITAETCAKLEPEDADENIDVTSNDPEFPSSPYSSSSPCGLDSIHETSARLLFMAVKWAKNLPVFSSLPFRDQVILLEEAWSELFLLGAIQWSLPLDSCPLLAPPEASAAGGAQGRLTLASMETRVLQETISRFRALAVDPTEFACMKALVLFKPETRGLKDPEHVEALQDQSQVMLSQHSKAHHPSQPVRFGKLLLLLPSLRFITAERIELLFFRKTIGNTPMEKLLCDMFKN
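Test system: GST-NR2E3 and biotin-RetCOR proteins | Quantity: 1.35 nM GST-tagged NR2E3 final | Medium: Tris pH 7.5 | Also added: 7 nM biotin-RetCOR | Dosing: Compound at 4.8 µM, single dose | Timing: 5 h at 4 °C | Detection: Time-resolved FRET | Read-out basis: Percent inhibition | Benchmarks: Biotin wells as high control, 0.6% DMSO wells as low control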
Shn3 3UTR inh = inhibitors of Schnurri-3 3'UTR reporter in osteoblasts. Clone20 osteoblast Shn3 3'UTR firefly luciferase, 24 h. inhibition, % at 12.5 µM. actives 0.52% (n = 360,000);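 active = mean inhibition of at least 75% with every replicate also reaching 75%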;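 also: 0% = median of neutral control wells and 100% = pilot-screen positive control compound; some compounds past the cut are filed as inactive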
TRPM1 prom inh = reduces MITF-dependent TRPM1 promoter luciferase signal; SK-MEL-5 TRPM1 promoter luciferase, 24 h; actives 0.83% (n = 330,000); inhibition, % at 12.5 µM;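 active = mean inhibition across replicates of 60% or more, whatever share of single replicates reaches that level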; also: values of inactives mirror those of a sister screen read the other way
NR2E3 ag-2 = agonists of human NR2E3 nuclear receptor; Q9Y5X4; CHO-S Gal4-NCOR/VP16-NR2E3 two-hybrid, luciferase; inhibition of corepressor binding, % at 3.98 µM; actives 0.35% (n = 360,000); AID 602229;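 active = inhibition above the mean of all tested compounds plus 3 SD, cut at about 70% in these data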;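 also: 0% = DMSO with NR2E3 transfected cells and 100% = cells lacking NR2E3 construct; higher means lower luciferase signal from less NR2E3 corepressor binding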
CaV13 ICDI inh = Disruptors of the CACNA1D IQ motif to Ca2+-dependent inactivation inhibitor domain association, primary screening, Förster resonance energy transfer in intact living … | HEK cells, CFP/YFP FRET ICDI-IQ, plate reader, 10 min; percent FRET-ratio fall versus neutral wells | inhibition, % at 12.3 µM | actives 0.098% (n = 340,000) | AID 743397;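 active = mean replicate inhibition of at least 30% and at least 1% of replicates passing that level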;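 also: 0% = median of the neutral control wells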
HIF-2a block = inhibitors of HIF-2a | AID 624352 | 786-0 RCC cells HIF-2a reporter, luciferase luminescence, overnight | inhibition, % at 18.8 µM | actives 0.72% (n = 360,000);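 active = inhibition of the luminescence signal of 40% or more relative to plate controls, in a single-dose primary screen at 18.75 µM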
KKLEB tox = reduces viability of KKLEB cystic fibrosis airway cells | KKLEB CF airway cells viability, ATPlite luminescence, overnight; active compounds read low; cells stimulated with P. aeruginosa culture filtrate | activity change (cytotoxicity), % at 5 µM | actives 0.36% (n = 360,000) | AID 602141;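 active = corrected activity change at or below -50% at 5 µM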
Vif imaging = HIV Vif inhibition. AID 602346. HEK293T cells, Vif self-association by quenched fluorescence, imaging, 24 h. inhibition, % at 7.49 µM. actives 0.35% (n = 340,000); in the data active = inhibition above about 50%, passing the limit was not always enough; also: some results filed as inactive read as strong as hits
PDI inh = PDI (human) enzyme inhibition. P07237. PDI insulin aggregation turbidity, A650, 90 min. inhibition, % at 10 µM. actives 0.052% (n = 350,000). AID 588391;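 active = mean inhibition across replicates of 30% or more, whatever share of single replicates reach that level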;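 also: absorbance from insulin aggregation driven by PDI reduction with DTT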
Target sequence (P07237 whole entry, looked up): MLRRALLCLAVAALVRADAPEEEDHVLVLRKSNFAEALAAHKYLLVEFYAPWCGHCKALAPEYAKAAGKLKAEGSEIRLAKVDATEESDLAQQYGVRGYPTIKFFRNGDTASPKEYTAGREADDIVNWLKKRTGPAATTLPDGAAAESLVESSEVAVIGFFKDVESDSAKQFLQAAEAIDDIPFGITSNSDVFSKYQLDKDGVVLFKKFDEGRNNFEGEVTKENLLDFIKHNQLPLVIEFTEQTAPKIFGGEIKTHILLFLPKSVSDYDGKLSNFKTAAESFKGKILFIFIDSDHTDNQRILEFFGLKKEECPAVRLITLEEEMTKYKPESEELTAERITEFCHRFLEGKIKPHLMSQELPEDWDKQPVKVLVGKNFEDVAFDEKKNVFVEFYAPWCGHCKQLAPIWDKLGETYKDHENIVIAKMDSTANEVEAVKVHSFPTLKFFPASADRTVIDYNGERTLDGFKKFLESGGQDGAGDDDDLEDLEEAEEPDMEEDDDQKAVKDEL
The depositor's hits bear a star; x = not tested or not shown. The order is random; any-hit rate near 3.3%.

SMILES	CF NFkB block	Peg3 promoter	NR2E3 ag-1	Shn3 3UTR inh	TRPM1 prom inh	NR2E3 ag-2	CaV13 ICDI inh	HIF-2a block	KKLEB tox	Vif imaging	PDI inh
O=C(Cc1ccc(Br)cc1)Nc1cccc(Cl)c1	-6	-37	-1	-19	-10	2	2	-99	-17	27	14
Cc1nc(-c2noc(-c3ccccc3Cl)n2)c(C(F)(F)F)o1	10	-154	-3	-94	-79	-25	2	-195	-17	-3	16
COc1cc(C(=O)Nc2sc3c(c2C(=O)NCc2ccco2)CCCC3)cc(OC)c1OC	46	15	4	12	-2	-31	x	16	-22	11	-9
COc1cc(C(=O)Nn2c(CC(C)C)nc3ccccc3c2=O)cc(OC)c1OC	3	2	-2	-16	5	-15	11	6	8	-5	-13
CCC(C)(C)n1nnnc1C(C(C)C)N(CCN1CCOCC1)Cc1cc2cccc(C)c2[nH]c1=O (configuration not stated)	-10	4	-3	16	14	-4	-4	8	2	0	-2
O=C1OC(=O)C2C1[C@@H]1CC[C@H]2O1 (some centres not stated)	-15	-10	-3	-10	-6	3	-4	10	4	-6	6
CCc1ccc(NC(=O)c2nc(S(=O)(=O)Cc3ccccc3)ncc2Cl)cc1	91*	101*	3	96*	92*	15	-2	95*	-97*	-11	9
COc1ccc(S(=O)(=O)N2CCCCCC2)cc1NC(=O)CCNC(=O)c1ccccc1Cl	-22	14	x	-7	x	31	-5	14	-4	-21	0
Cc1ccc2c(CN(C)Cc3ccc(Cl)cc3Cl)cc(=O)oc2c1	-3	5	-1	21	5	-35	-3	-12	5	9	2
CC(=O)Nc1cn(-c2ccccc2)nc1-c1ccccc1	-7	-12	7	-21	15	-14	-7	-31	0	3	7
Cc1cc(CNC(=O)C2CCC(=O)N(CCc3ccc(Cl)cc3)C2)no1 (configuration not stated)	5	6	3	0	-6	-14	-9	-10	-7	-1	7
COc1ccc(C/C(=N\OC(C)=O)c2ccc(OC)cc2)cc1	-9	-76	-1	-14	-22	-60	x	-120	-4	0	5
COc1cc(NC(=O)COC(=O)CCc2nc3ccccc3c(=O)[nH]2)cc(OC)c1	16	6	x	-3	1	-38	-6	13	10	13	-2
COc1nc(NCCN2CCOCC2)nc(Nc2ccc([N+](=O)[O-])cc2)n1	-30	-1	2	12	9	-7	-2	-55	-18	-5	5
COc1cccc(CNC(=O)N2CCN(S(=O)(=O)c3ccc(Cl)cc3)CC2)c1	5	8	4	6	30	14	-3	17	-5	0	-14
Cc1cc(C)c(OCCOCCN2CCNCC2)c(C)c1	-17	11	-4	6	5	-3	-5	15	-5	3	0
CCn1c(SCC(=O)NC2CCCC2)nnc1C(C)C	14	8	2	-10	-5	-7	-2	11	3	-64	-6
COc1ccc(C(=O)Nc2ccnn2C2CCN(C3CCC3)CC2)cc1	7	1	-2	-14	-5	17	-5	-3	-10	-3	5
Cc1cc(C)nc(N/N=C/c2ccccc2OCc2ccccc2)n1	5	-38	-1	-22	-7	10	-5	-48	-12	-16	4
Cn1cc(CNCc2cnc3ccccn23)c(-c2ccc(Oc3ccccc3)cc2)n1	17	28	0	35	1	-20	-16	7	-21	-2	15
O=C(NC(Nc1nc2ccc([N+](=O)[O-])cc2s1)(C(F)(F)F)C(F)(F)F)c1ccccc1Cl	45	65*	6	90*	75*	98*	-18	15	-53*	-45	-6
CCN1CCN(CCNC(=O)c2ccc(CS(=O)(=O)c3ccccc3C)o2)CC1	-14	-2	2	-30	4	-7	x	0	-16	7	0
O=C(Cc1ccccc1F)Nc1ccc2c(c1)CCC2	-4	-272	1	-110	-130	-79	-2	-241	7	26	-19
CC(C)(C)NS(=O)(=O)c1ccc(OCC(=O)NCCC2=CCCCC2)cc1	10	5	-5	14	-1	-6	-3	1	6	4	5
O=C(O)CCc1ccc(-c2cccs2)n1CCc1ccccc1	-10	7	1	-20	7	12	-7	-21	8	-5	3
Later entries
SMILES	CF NFkB block	Peg3 promoter	NR2E3 ag-1	Shn3 3UTR inh	TRPM1 prom inh	NR2E3 ag-2	CaV13 ICDI inh	HIF-2a block	KKLEB tox	Vif imaging	PDI inh
O=S(=O)(c1cccc(C(F)(F)F)c1)N1CCN(CC(O)COCc2ccccc2)CC1 (configuration not stated)	29	18	x	16	4	16	-3	7	2	-4	10
O=C(NCc1ccc(F)cc1)C1CCN(S(=O)(=O)N2CCC3(CC2)OCCO3)CC1	-8	10	7	18	14	-16	-9	8	19	6	-5
COc1ccc(-c2ccc(C(=O)N3CCN(C)CC3)c3occc23)c(C)c1	9	8	x	14	x	19	-9	-9	-1	-2	1
O=C1/C(=C/c2ccc(F)cc2)Oc2cc(OC(=O)N3CCOCC3)ccc21	3	-55	2	3	-26	-12	-18	-24	-2	14	-3
O=C(CCc1nnc2ccc(NCc3ccccc3)nn12)NC1CCCCC1	-4	11	4	-10	-8	-25	-15	13	-11	15	3
Cc1nc(SCC(=O)N2CCc3ccccc32)n[nH]1	4	-99	-2	-4	-10	-32	-3	-122	8	24	-20
CCN(CC(=O)Nc1ccc(NC(C)=O)cc1)C(=O)c1cccc2ccccc12	-7	4	2	8	10	-15	-6	4	10	-1	1
CSC1=N/C(=C\c2ccccc2F)C(=O)S1	-7	12	-1	1	9	0	-2	5	11	2	1
Cc1cc2nnc(SCC(=O)NC3CCCCC3)n2c(N)n1	13	27	-2	-15	14	5	-5	10	-3	-12	-44
CC(=O)N1c2ccc(S(=O)(=O)NCC3CCC(C(=O)N4CC(C)CC(C)C4)CC3)cc2CC1C (configuration not stated)	-10	10	-1	54	8	10	-2	10	10	-8	1
Cc1ccc(NC(=O)C(C)N=C2NS(=O)(=O)c3ccccc32)cc1 (configuration not stated)	-12	-13	-1	-1	-2	-17	-3	-5	17	-2	5
CCCCC(=O)N1CCN(c2nc3ccc(OCC)cc3s2)CC1	-2	-52	-6	-6	-7	-8	-2	-75	1	-4	6
CCOc1ccc2nc(N3CCCN(C(=O)Nc4ccccc4C)CC3)c(C#N)cc2c1	-14	-6	3	-6	2	3	-6	-7	6	-2	-3
O=c1nc(Nc2ccc([N+](=O)[O-])cc2)[nH]c(=O)[nH]1	-5	2	-1	-10	10	3	-18	12	-5	0	1
Cc1ccc(SCCNC(=O)C(CO)(CO)CO)cc1	3	9	0	20	3	-4	-10	-8	-16	7	17
CC(=O)c1ccc(OCCCC(=O)NC2CCC(C)CC2)cc1 (configuration not stated)	4	-16	-5	6	-28	-17	-4	-11	-4	5	-3
COc1ccc(NC(=O)c2cc(-c3ccc(C)o3)nc3ccccc23)c(OC)c1	-14	-12	-5	3	x	-15	-13	-125	-7	8	1
Cc1ccc(Nc2ncnc3c2oc2ccccc23)cc1	4	-296	-2	-75	-15	-106	-6	-195	2	-12	0
COc1ccccc1C(=O)NNC(=S)NC(=O)c1cc(OC)c(OC)c(OC)c1	22	24	3	72	30	8	-4	16	-2	-4	5
O=C1C=C(c2ccc3[nH]ccc3c2)C[C@@H](c2ccc(Cl)cc2)C1	18	-20	1	7	5	-15	-10	-42	0	-8	-4
O=C(CSc1ncnc2c1oc1ccccc12)c1cccs1	31	-169	31*	-19	-77	-64	x	-205	-20	41	1
Cc1cccc(C)c1NCc1n[nH]c(=S)n1-c1ccccc1	6	5	1	-2	-1	16	4	7	2	22	0
Cc1cc(C#N)c(C)c(SCc2[nH]nc3c2C(c2ccccc2)C(C#N)=C(N)O3)n1 (configuration not stated)	-25	8	3	-13	6	14	-3	5	6	2	-2
CC1CCN(C(=S)c2ccc3c(c2)OCO3)CC1	12	-13	0	3	-2	6	-9	-7	-4	2	-2
CC(=O)N[C@@H](CC(=O)N[C@H](CCC(=O)O)C(=O)O)C(=O)O	-10	5	-1	-12	-7	5	-4	12	3	-12	-1
More entries:
SMILES	CF NFkB block	Peg3 promoter	NR2E3 ag-1	Shn3 3UTR inh	TRPM1 prom inh	NR2E3 ag-2	CaV13 ICDI inh	HIF-2a block	KKLEB tox	Vif imaging	PDI inh
O=C(COC(=O)CSc1nnc(-c2ccc(Cl)cc2)o1)NCc1ccc2c(c1)OCO2	3	19	0	-1	-2	-19	-4	22	-7	6	2
CCOC(=O)c1sc(NC(=O)CN2C(=O)NC3(CC(C)CC(C)(C)C3)C2=O)c(C(=O)OCC)c1C (configuration not stated)	12	-11	-4	5	-10	-29	-5	7	-5	-9	-18
CNC(=O)/C(C#N)=c1\s/c(=C/C(=O)OC)c(=O)n1-c1ccccc1	-1	-14	0	5	9	-17	-5	32	-1	x	-7
O=C(COC(=O)c1ccc(O)cc1)NCc1ccc2c(c1)OCO2	4	21	0	3	6	14	-3	11	2	x	8
O=C(O)CCCn1cc(NC(=O)COc2ccc(F)cc2F)cn1	-33	2	-3	-8	-1	0	-6	0	30	3	-3
CC(C)(C)OC(=O)C[C@H]1C/C=C\C[C@H](CC(=O)N(CCO)Cc2ccccc2)C(=O)NCCOC1=O	-20	2	x	4	9	-25	-7	9	20	-7	0
CCN(CC)S(=O)(=O)c1ccc(N2CCOCC2)c(NC(=O)CC23CC4CC(CC(Br)(C4)C2)C3)c1	-5	13	-1	15	-12	-12	-16	16	7	-2	-2
CN1c2ccccc2C(O)=C(C(=O)Nc2ccccc2)S1(=O)=O	-16	-3	1	-10	5	-29	-4	-58	-5	7	-7
Cc1cc(N2CCCCCC2)n2nc(C)c(-c3ccccc3)c2n1	1	-4	x	46	-16	-18	-2	-57	-12	-16	0
Cc1ccc(NC(=O)CN2C(=O)COc3ccc(S(=O)(=O)N4CCCC4)cc32)c(C)c1	-10	8	2	6	-17	-15	-1	12	8	22	3
Cc1ccc(OCC(O)CN2CCN(CC(O)COC(C)C)CC2)c(C(C)(C)C)c1 (configuration not stated)	-3	12	1	23	-7	12	-3	5	9	-15	-10
CCCc1[nH]n(-c2ccc(F)cc2)c(=O)c1C=Nc1ccc(C)cc1	8	1	-1	-4	-6	-22	-19	-14	-12	-4	-5
CC(=O)N1CCCc2cc(S(=O)(=O)N3CCCC(C(=O)Nc4ccc(C)cc4C)C3)ccc21 (configuration not stated)	-6	6	1	14	7	-31	-16	9	5	0	-3
Cc1[nH]c2ccc(F)cc2c1CCN(Cc1ccncc1)C(=S)Nc1ccc(F)cc1	23	23	2	17	x	-4	-7	8	-24	-3	-9
O=C(NCCc1ccccc1)c1ccc(S(=O)(=O)N2CCCCC2)cc1	10	-23	x	15	x	-19	-4	-12	-5	10	-6
